# H1N1 NS1A inhibition: NS1A inhibition, H1N1 influenza, cell based functional assay (AID 504329). hit rate 0.3% among 340,000. NS1A functional cell-based assay, percent inhibition; higher % means a stronger effect. one-dose inhibition, % at 12.5 µM; IC50 in µM for titrated hits; in the data active means a potency from the dose series; inconclusive means inhibition above about 27% without an active follow-up result; further: strong numbers were not always called active
# tuberculosis growth: growth inhibition of non-replicating M. tuberculosis (AID 488890); Mycobacterium tuberculosis non-replicating, growth inhibition; higher % means a stronger effect; hit rate 0.39% among 320,000; inhibition, % at 25 µM, or IC50 in µM where a hit was titrated; in the data active means a potency from the dose series; inconclusive means inhibition mostly from about 82% at the one dose, without a potency; inactive means the rest, 99 in 100 with inhibition below about 76%;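 further: plate controls were DMSO cells for no effect and high antibiotic wells for full effect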
# inhibitors of VEEV: inhibitors of VEEV TC-83 cytopathic effect, confirmation, Vero cells (AID 588727). inhibition, % at 20 µM; hits with a dose series show IC50 in µM. hit rate 0.13% among 350,000. Vero cells, VEEV TC-83 cytopathic effect inhibition; higher % means a stronger effect; in the data active means a potency from the dose series; inconclusive means inhibition mostly from about 14% at the one dose, without a potency; inactive means the rest, 99 in 100 with inhibition below about 12%; further: strong numbers were not always called active
# M. tuberculosis HTS: M. tuberculosis growth inhibition, HTS (AID 449762); M. tuberculosis H37Rv growth inhibition, 7H9 media; higher % means a stronger effect; inhibition, % at 25 µM, or IC50 in µM where a hit was titrated; hit rate 0.59% among 330,000; in the data active means a potency from the dose series; inconclusive means inhibition above about 70% without an active follow-up result;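 further: bacterial growth assessed after seven days of incubation; strong numbers were not always called active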
# Salmonella PhoP GFP: Inhibition of PhoP regulon, Salmonella typhi GFP reporter cells, confirmation, 4 h (AID 1850). Salmonella Typhi PhoP-promoter GFP reporter, fluorescence, 4 h; higher % means a stronger effect. inhibition, % at 50 µM, or IC50 in µM where a hit was titrated. hit rate 0.33% among 310,000; in the data active means a potency from the dose series; inconclusive means inhibition mostly from about 25% at the one dose, without a potency; inactive means the rest, 99 in 100 with inhibition below about 19%;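 further: 0% = induced wells with vehicle and 100% = uninduced wells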
# inhibitors of VEEV 10K pilot screen: recorded beside inhibitors of VEEV, whose call it bears; inhibition, %; measured here: 10K pilot screen inhibition
# An asterisk follows results filed as active; i = inactive; ? = inconclusive; / = not tested or not shown; & = joins results of further samples.
SMILES,H1N1 NS1A inhibition,tuberculosis growth,inhibitors of VEEV,M. tuberculosis HTS,Salmonella PhoP GFP,others
COc1ccc(C(=O)N(Cc2ccccc2)c2cccc(C)c2)c(OC)c1OC,-12.2%,0.9%,4.6%,2.4%,-11.9%,
Cc1cc(C)n(-c2nc3ccccc3s2)n1,3.1%,30.0%,0.2%,-2.9%,-12.9%,
Cc1cc(C(=O)Nc2cccc(C)c2C)c2ccccc2n1,-24.8%,15.4%,1.7%,3.8%,-0.9%,
Cc1cccc(NC(=S)NNC(=S)NCc2ccccc2)c1,1.9%,61.9%,0.7%,-2.5%,-3.8%,inhibitors of VEEV 10K pilot screen=3.9
O=C(NC(=S)Nc1sc2c(c1C(=O)O)CCCC2)c1ccccc1,19.9%,?,1.2%,-1.4%,0.9%,
CSc1nnc(Nc2ccccc2C)s1,-3.9%,3.0%,6.1%,6.5%,-6.2%,
CCN(CC)S(=O)(=O)c1cccc(C(=O)OCC(=O)NCCN2C(=O)CSC2=O)c1,-7.8%,-6.7%,1.6%,1.8%,/,
CC1CC(C)(C)NC(=S)N1CCC(=O)N1c2ccccc2CC1C (configuration not stated),-4.5%,13.7%,0.2%,-5.0%,1.0%,
CN(C)CCCn1c(=O)n(C2CCCCC2)c(=O)c2c3c(sc21)CCCCC3,12.9%,i,3.7%,?,12.3%,
CC(=O)c1ccc(N=C2SCCCN2C(=O)C2CCCCC2)cc1,0.9%,-4.0%,0.9%,8.0%,3.7%,
CCOCCCNC(=O)C1CCN(Cc2ccc(OCc3ccccc3)c(OC)c2)CC1,-0.8%,10.1%,i,-2.5%,-3.0%,
O=C(NCc1ccc2c(c1)OCO2)c1cccc(C(=O)NCc2ccc3c(c2)OCO3)c1,11.1%,3.4%,0.7%,-0.2%,4.8%,
COc1ccc(CC(=O)N2CCc3cc(OC)c(OC)cc3C2)cc1,-28.1%,7.5%,2.6%,-2.4%,-1.8%,
COc1cc(/C=C/C(=O)OCC(=O)Nc2cccc(F)c2)ccc1O,1.1%,45.9%,7.9%,53.3%,/,
COc1ccc(C2/C(=C(/O)c3ccc4c(c3)CC(C)O4)C(=O)C(=O)N2CCCn2ccnc2)cc1OC (configuration not stated),-7.1%,/,i,/,/,
CC(CC(=O)O)Nc1ccccc1O (configuration not stated),-1.8%,-5.0%,1.1%,-0.8%,5.0%,
c1ccc(-c2ccccc2-c2nc(-c3cccnc3)no2)cc1,15.6%,18.2%,i,-9.7%,-3.0%,
CCOc1ccccc1Nc1nnc(SCC(=O)NC(=O)c2cccn2C)s1,-4.4%,60.5%,0.4%,2.2%,4.1%,
CC(CC(=O)Nc1nncs1)c1ccccc1 (configuration not stated),2.5%,-4.5%,0.2%,6.3%,1.6%,inhibitors of VEEV 10K pilot screen=0.3
Oc1ccc(/C=N/NC(=S)Nc2cccnc2)c(O)c1,1.82µM*,-12.2%,?,-2.8%,-2.3%,
CCCNC(=O)CS(=O)(=O)Cc1nc(-c2ccccc2C)oc1C,1.0%,5.8%,0.6%,-6.3%,-3.3%,
COc1cc(/C=N/NC(=O)c2cccnc2)ccc1OS(=O)(=O)c1cc(C)ccc1C,-2.6%,55.6%,9.1%,62.0%,-1.1%,
Cc1ccc(C)c(NC(=O)CSc2nnc3n2CCCCC3)c1,9.5%,8.2%,0.2%,-7.0%,-0.8%,
CCCOC(=O)c1ccc(NC(=O)c2c(Cl)ccc(Cl)c2OC)cc1,-7.7%,29.9%,3.7%,69.1%,8.4%,
CC(C)(C)N(Cc1ccccc1)C(=O)CN1C(=O)c2ccccc2S1(=O)=O,-7.7%,47.8%,i,11.7%,/,
COc1cc(C2C(C(=O)c3ccc(C)o3)=C(O)C(=O)N2Cc2ccccc2)ccc1O (configuration not stated),-4.7%,29.7%,1.4%,7.7%,5.3%,
CC(C)[C@H](NC(=O)C1CCN(S(=O)(=O)c2ccc(F)cc2)CC1)C(=O)N1CCCCCC1,-11.9%,3.6%,1.3%,9.5%,-5.9%,
CC(=O)N(Cc1cccs1)Cc1cc2ccc(C)c(C)c2nc1Cl,-4.2%,3.0%,4.8%,0.4%,-2.2%,
O=S(=O)(c1ccccc1)N1CCN(S(=O)(=O)c2ccccc2)c2ccccc21,11.1%,/,2.4%,/,/,
O=C(NCCCN1CCOCC1)c1ccc2c(c1)N(Cc1ccccc1F)C(=O)c1ccccc1S2=O (configuration not stated),12.7%,8.5%,0.4%,5.0%,-0.2%,
CCCOC(=S)NC(=O)c1sc2ccccc2c1Cl,-6.1%,?,3.4%,58.9%,-11.7%,
Nc1nc(SCC(=O)N2N=C3/C(=C\c4ccco4)CCCC3C2c2ccco2)n[nH]1 (configuration not stated),3.2%,/,8.2%,/,/,
COCCN(C(=O)COC(=O)c1sccc1C)c1c(N)n(Cc2ccccc2)c(=O)[nH]c1=O,7.8%,3.8%,6.2%,-17.2%,-8.0%,
Cc1cccc(-n2nc(C)cc2N)c1,-15.7%,-31.9%,1.9%,-5.1%,3.9%,
CC(=O)NCCc1c[nH]c2ccccc12,-3.7%,4.2%,i,-5.8%,-2.9%,
Cc1ccc(C(=O)NCCN2CCNC2=O)cc1,/,-2.0%,0.1%,-0.9%,-8.6%,
COc1ccc(C(=O)CCc2ccccc2O)c(OC)c1,-21.6%,33.8%,3.3%,0.6%,-0.2%,
Cc1cc(Br)c(NC(=O)CSc2n[nH]c(N)n2)c(Br)c1,-2.6%,-8.8%,i,7.8%,/,
Cn1ccc(NC(=O)c2ccc([N+](=O)[O-])cc2)n1,-1.7%,10.6%,1.4%,-5.7%,/,
O=C(NNC(=O)C12CC3CC(CC(Cl)(C3)C1)C2)c1ccncc1,-2.9%,7.8%,1.9%,-0.7%,3.0%,

# An excerpt from above in order of heavy-atom count, falling.
SMILES,H1N1 NS1A inhibition,tuberculosis growth,inhibitors of VEEV,M. tuberculosis HTS,Salmonella PhoP GFP,others
O=C(NCCCN1CCOCC1)c1ccc2c(c1)N(Cc1ccccc1F)C(=O)c1ccccc1S2=O (configuration not stated),12.7%,8.5%,0.4%,5.0%,-0.2%,
COCCN(C(=O)COC(=O)c1sccc1C)c1c(N)n(Cc2ccccc2)c(=O)[nH]c1=O,7.8%,3.8%,6.2%,-17.2%,-8.0%,
CC(C)[C@H](NC(=O)C1CCN(S(=O)(=O)c2ccc(F)cc2)CC1)C(=O)N1CCCCCC1,-11.9%,3.6%,1.3%,9.5%,-5.9%,
COc1cc(C2C(C(=O)c3ccc(C)o3)=C(O)C(=O)N2Cc2ccccc2)ccc1O (configuration not stated),-4.7%,29.7%,1.4%,7.7%,5.3%,
O=S(=O)(c1ccccc1)N1CCN(S(=O)(=O)c2ccccc2)c2ccccc21,11.1%,/,2.4%,/,/,
CC(C)(C)N(Cc1ccccc1)C(=O)CN1C(=O)c2ccccc2S1(=O)=O,-7.7%,47.8%,i,11.7%,/,
CCCOC(=O)c1ccc(NC(=O)c2c(Cl)ccc(Cl)c2OC)cc1,-7.7%,29.9%,3.7%,69.1%,8.4%,
CC(=O)N(Cc1cccs1)Cc1cc2ccc(C)c(C)c2nc1Cl,-4.2%,3.0%,4.8%,0.4%,-2.2%,
O=C(NNC(=O)C12CC3CC(CC(Cl)(C3)C1)C2)c1ccncc1,-2.9%,7.8%,1.9%,-0.7%,3.0%,
COc1ccc(C(=O)CCc2ccccc2O)c(OC)c1,-21.6%,33.8%,3.3%,0.6%,-0.2%,
Cc1cc(Br)c(NC(=O)CSc2n[nH]c(N)n2)c(Br)c1,-2.6%,-8.8%,i,7.8%,/,
CCCOC(=S)NC(=O)c1sc2ccccc2c1Cl,-6.1%,?,3.4%,58.9%,-11.7%,
Cc1ccc(C(=O)NCCN2CCNC2=O)cc1,/,-2.0%,0.1%,-0.9%,-8.6%,
CC(=O)NCCc1c[nH]c2ccccc12,-3.7%,4.2%,i,-5.8%,-2.9%,

# The listing continues:
SMILES,H1N1 NS1A inhibition,tuberculosis growth,inhibitors of VEEV,M. tuberculosis HTS,Salmonella PhoP GFP,others
O=C(O)CC1(CC(=O)NCc2ccc(C(F)(F)F)cc2)CCCCC1,-5.1%,-5.9%,i,-8.0%,-5.9%,
CC(C)COC(=O)/C(C#N)=C/c1cn(Cc2ccccc2)c2ccccc12,3.3%,3.6%,0.2%,-8.5%,-19.4%,
O=C(C[N+]1(CC#Cc2ccccc2)CCCCC1)c1ccccc1,3.7%,23.9%,1.2%,-0.7%,-1.4%,
Cc1cc(C(=O)CN(Cc2ccc(F)cc2)S(=O)(=O)c2ccc3c(c2)OCCO3)c(C)n1C,6.1%,16.7%,i,0.6%,-4.5%,
CCOC(=O)N1CCN(C(=O)c2cc(S(=O)(=O)N3CCCC3)cn2C)CC1,-1.7%,-3.4%,0.4%,2.5%,4.1%,
Cc1ccc2c(c1)C1CN(C)CCC1N2C(=O)c1ccccc1NS(=O)(=O)c1ccc(F)cc1 (configuration not stated),2.6%,2.1%,0.7%,1.4%,4.7%,
CC(C)CN(CC(C)C)C(=O)C12CCC(C)(C(=O)C1)C2(C)C (configuration not stated),-16.7%,10.3%,0.2%,5.8%,4.1%,
COc1cc(C(C(=O)NC2CCCC2)N(C(=O)c2ccco2)c2ccccc2C(C)=O)cc(OC)c1OC (configuration not stated),-4.4%,-3.7%,0.7%,1.7%,-20.1%,
CCc1ccccc1NC(=O)C1NC(=O)CC1c1ccccc1 (configuration not stated),-4.0%,0.3%,0.2%,-3.1%,-1.3%,
CCOc1ccc(C(O)c2nccn2Cc2ccccc2)cc1 (configuration not stated),-4.5%,6.3%,0.5%,-8.4%,0.2%,
CCOc1ccc(-c2cccc(NS(=O)(=O)c3cc([N+](=O)[O-])ccc3C)c2)nn1,1.0%,-5.7%,9.8%,1.0%,17.8%,
CN1CCN(c2oc(-c3ccco3)nc2S(=O)(=O)c2ccccc2)CC1,-3.4%,-1.4%,1.7%,-14.8%,-4.0%,
CC1Cc2ccccc2N1CC(=O)Nc1ccc(Cl)c(S(=O)(=O)N(C)C)c1 (configuration not stated),-0.7%,14.5%,0.8%,-5.6%,-1.7%,
CC(=O)Nc1c(O)n(C)c2ccccc12,-0.7%,-6.7%,i,-1.7%,-7.2%,
CC(=O)N1CCN(C2=NC(=O)C(=C3CCCCC3)S2)CC1,-4.3%,-0.8%,0.9%,8.7%,-8.6%,
Cc1cc(=O)n(CC(=O)Nc2cc(Cl)ccc2C)c(C(C)C)n1,-24.7%,1.6%,0.1%,7.7%,8.0%,
O=C(CSc1nc2ccccc2nc1N1CCOCC1)N1CCN(c2ccccc2)CC1,2.3%,44.9%,11.0%,11.4µM*,-1.3%,inhibitors of VEEV 10K pilot screen=11.3
CCCCN(C1CCS(=O)(=O)C1)S(=O)(=O)c1cc(C)ccc1C (configuration not stated),-7.0%,7.5%,0.7%,-0.9%,5.2%,
CC(C)(CNC(=O)c1cc2c(s1)CCCC2)N1CCOCC1,-5.6%,0.6%,1.1%,7.3%,-2.9%,
Cc1ccccc1CN1CCNC(=O)C1CC(=O)N(C)CCC1CCOCC1 (configuration not stated),-3.9%,-15.5%,0.8%,-0.4%,-2.1%,
O=C(CSc1nnc(-c2ccccn2)n1Cc1ccco1)Nc1ccc2c(c1)OCO2,-2.1%,0.6%,1.3%,-10.4%,2.2%,
CCCCN(c1ccccc1)S(=O)(=O)N(C)C,/,-10.6%,i,-9.6%,3.0%,
O=C(O)c1cccc(NS(=O)(=O)c2ccc(S(=O)(=O)N3CCOCC3)cc2)c1,-7.6%,/,1.7%,/,/,
CCOC(=O)[C@H](CCc1ccccc1)N[C@@H](C)C(=O)N1CCC[C@H]1C(=O)O,-6.1%&-11.1%,9.7%&-0.2%,0.4%,5.9%&11.7%,-0.5%&6.5%,
CC1(C(=O)Oc2ccccc2)Cc2ccccc2C(=O)O1 (configuration not stated),-2.6%,79.2%,1.0%,-5.5%,-11.8%,
Cc1ccc2c(CC(=O)Nc3ccc(F)c(S(=O)(=O)N4CCOCC4)c3)coc2c1,-14.4%,5.0%,0.8%,-3.3%,/,
O=C(C1CCN(S(=O)(=O)c2cccc3nsnc23)CC1)N1CCN(c2ccccc2F)CC1,1.8%,9.9%,0.3%,-9.8%,4.3%,
Clc1cccc(Cl)c1/C=C/c1nc2ccccc2[nH]1,-15.5%,40.1%,i,7.8%,2.2%,
COc1ccccc1CCC(=O)N1CCN(S(=O)(=O)c2cccc(F)c2)CC1,-6.5%,10.3%,2.4%,0.0%,-5.2%,

# Bioassay records from PubChem BioAssay.
